High-throughput results deposited in PubChem by Sanford-Burnham Center for Chemical Genomics.
Rpn11 inh – Rpn11 (human) deubiquitinase inhibition; calls only at 20 µM; human 26S proteasome, Ub4-pepOG fluorescence polarization; 20S core pre-blocked with epoxomicin; AID 588493; 0.59% of 360,000 active; O00487;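 active = inhibition at 20 µM, scaled to each plate's controls, above about 33%, limit read from the data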
Target sequence (O00487 whole entry, looked up): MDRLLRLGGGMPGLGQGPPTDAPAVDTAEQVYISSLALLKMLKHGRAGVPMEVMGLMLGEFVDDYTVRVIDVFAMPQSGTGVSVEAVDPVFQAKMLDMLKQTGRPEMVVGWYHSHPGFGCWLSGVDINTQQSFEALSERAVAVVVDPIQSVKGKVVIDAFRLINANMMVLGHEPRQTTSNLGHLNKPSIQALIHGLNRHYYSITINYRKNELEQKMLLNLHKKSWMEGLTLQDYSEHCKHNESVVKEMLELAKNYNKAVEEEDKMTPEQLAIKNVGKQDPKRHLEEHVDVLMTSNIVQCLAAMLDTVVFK
Scp1 inh – Scp-1 (human) phosphatase inhibition; inhibition, % at 20 µM; Q9GZU7; 0.88% of 340,000 active; Recombinant Scp1, phosphopeptide, malachite green phosphate absorbance;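 active = inhibition above about 50% at 20 µM, limit read from the data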;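 note: plate controls were DMSO wells with enzyme for no effect and wells lacking enzyme for full effect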
Target sequence (Q9GZU7 76-261 limits assumed): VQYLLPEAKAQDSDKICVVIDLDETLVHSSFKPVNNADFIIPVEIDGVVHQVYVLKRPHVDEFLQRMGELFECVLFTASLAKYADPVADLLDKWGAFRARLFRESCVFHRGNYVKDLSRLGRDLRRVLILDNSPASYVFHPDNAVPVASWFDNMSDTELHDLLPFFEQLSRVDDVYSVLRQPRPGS
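System: truncated SCP-1 phosphatase (76-261aa); medium: Tris acetate buffer pH 5.5 with MgCl2 and Tween-20; incubation: 45 min room-temperature reaction, 5 min colour, 30 min stabiliser; compound: single 20 µM dose, 1% DMSO; reagent: Phosphorylated 17-residue peptide substrate; read-out: % inhibition at 20 µM; technique: colorimetric free-phosphate detection, absorbance 630 nm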
MT1-MMP act inh – blocks activation of human MT1-MMP. HT1080 RFP-PRO-GFP cells, GFP/RFP ratio fluorescence, overnight; percent of plate control window, DMSO zero. GFP/RFP ratio change, % at 20 µM. AID 651647. 0.061% of 360,000 active;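 active = GFP/RFP ratio change of at least 30% with cell ATP level not reduced by more than half and red fluorescence within 50% of control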; note: strong numbers were not always called active
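Compound: 20 µM single dose, 1% DMSO / System: HT1080 RFP-PRO-GFP cells / Controls: DMSO and RFP-L50D-GFP cell wells / Read-out basis: GFP/RFP fluorescence ratio / Schedule: overnight compound exposure at 37 °C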
SKN-1 block – blocks SKN-1 activity in C. elegans. C. elegans VP596 Pgst-4::GFP/RFP ratio, acrylamide-induced, 24 h. inhibition, % at 21.8 µM. 0.49% of 360,000 active. AID 624304;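 active = interference check ratio from 0.5 to 1.5 plus GFP to RFP signal ratio inhibition reaching or exceeding a fixed threshold, cut at about 30% in these data, passing the limit was not always enough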; note: some compounds called inactive have numbers as strong as hits
STEP block – blocks human striatal-enriched tyrosine phosphatase; recombinant STEP, OMFP fluorogenic substrate, fluorescence; P54829; inhibition, % at 20 µM; 0.25% of 360,000 active;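 active = inhibition at 20 µM, scaled per plate between control wells, above about 37%, limit read from the data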;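 note: 0% = DMSO with enzyme and substrate and 100% = substrate only without enzyme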
Target sequence (P54829 whole entry, looked up): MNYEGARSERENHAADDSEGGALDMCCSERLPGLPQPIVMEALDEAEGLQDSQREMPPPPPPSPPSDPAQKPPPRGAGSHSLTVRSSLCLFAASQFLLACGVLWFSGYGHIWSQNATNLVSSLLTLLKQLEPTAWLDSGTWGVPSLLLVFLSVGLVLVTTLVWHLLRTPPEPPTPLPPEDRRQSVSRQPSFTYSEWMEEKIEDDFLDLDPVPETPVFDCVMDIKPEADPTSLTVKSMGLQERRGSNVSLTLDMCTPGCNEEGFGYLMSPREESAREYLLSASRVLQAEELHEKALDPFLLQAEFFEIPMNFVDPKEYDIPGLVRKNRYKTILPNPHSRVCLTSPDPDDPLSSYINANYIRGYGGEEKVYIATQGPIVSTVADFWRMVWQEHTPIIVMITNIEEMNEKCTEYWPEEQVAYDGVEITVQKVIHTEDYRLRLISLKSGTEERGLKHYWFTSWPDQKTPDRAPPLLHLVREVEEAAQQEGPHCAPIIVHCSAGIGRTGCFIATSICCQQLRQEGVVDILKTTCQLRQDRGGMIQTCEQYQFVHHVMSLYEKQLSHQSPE
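medium = Bis-Tris buffer pH 6.0, 2.5 mM DTT, 0.005% Tween 20 | test system = STEP (striatal-enriched tyrosine phosphatase) enzyme, cell-free | measure = normalized % inhibition | compound dosing = 20 µM, 1% DMSO | also added = 25 µM OMFP | schedule = reaction 20 min, ambient temperature | measured by = fluorescence read at 480 nm ex / 540 nm em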
NadD block – inhibitors of Staphylococcus aureus NadD | purified NadD enzyme, colorimetric absorbance read-out | inhibition, % at 20 µM | 0.78% of 360,000 active | AID 602399; in the data active = inhibition above about 26%; note: some compounds past the cut are filed as inactive
SUMO1-SIM PPI – modulators of human SUMO1-mediated protein-protein interactions | P63165 | AID 602429 | 0.33% of 360,000 active | inhibition, % at 20 µM | SUMO1 binding to a labelled peptide, TR-FRET, 1 h; in the data active = inhibition above about 37%
LMPTP block – blocks human LMPTP phosphatase; P24666; recombinant LMPTP-A, OMFP fluorogenic substrate, fluorescence intensity; inhibition, % at 20 µM; 0.22% of 360,000 active; AID 651560;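 active = compounds that cut the enzyme signal by at least half of the control window in the single-dose screen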;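 note: plate controls were DMSO wells with enzyme plus substrate for no effect and substrate without enzyme for full effect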
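Assay system: LMPTP-A enzyme. Input: 0.625 nM LMPTP-A final. Probe or stimulus: 400 µM OMFP. Compound dosing: single 20 µM dose. Schedule: 50 min dark incubation at room temperature. Detection: fluorescence intensity of OMFP turnover product. Read-out: percent inhibition versus substrate-only and uninhibited controls. Benchmarks: no-enzyme low control, uninhibited high control.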
CendR NRP1 mod – modulators of CendR peptide binding to human neuropilin-1; O14786; FAM-RPARPAR peptide binding to NRP-1, fluorescence polarization; inhibition, % at 25 µM; 0.85% of 360,000 active;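 active = inhibition or corrected inhibition above about 18%, plus a signal ratio from 0.5 to 1.5, limit read from the data, passing the limit was not always enough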; note: strong numbers were not always called active
DNMT1 block – blocks human DNA methyltransferase DNMT1; P26358; DNMT1 molecular beacon, Hinp1I cleavage, fluorescence; inhibition (reported as % activation of signal), % at 10 µM; 0.83% of 360,000 active; AID 588458; in the data active = inhibition above about 50%
* = called active by the depositor; i = inactive; x = not tested or not shown. Compounds were not picked by outcome; 3.9% or so of the library scored in one or more.

structure,LMPTP block,SUMO1-SIM PPI,NadD block,SKN-1 block,STEP block,Scp1 inh,MT1-MMP act inh,Rpn11 inh,CendR NRP1 mod,DNMT1 block
C/C(=C\c1ccc(Br)cc1)C(=O)c1c(C)cc(C)[nH]c1=O,-1.6,2,-4,9,2,-2,-5,i,-1,-3
CC(C)COc1ccc(C(=O)Nc2ccc(NC(=O)c3ccco3)cc2)cc1,5.2,0,-5,-11,0,-3,1,i,-14,17
Nc1cc(=O)nc(SCC(=O)Nc2cccc3ccccc23)n1CCc1ccccc1,0.2,3,2,-6,-1,16,-2,i,14,-4
COc1ccc(Nc2cc(C)nc3ncnn23)c(OC)c1,-1.1,5,-1,4,-1,4,1,i,5,1
Cc1ccccc1OCC(=O)Nc1ccccc1-c1ccccc1,3.6,7,4,-8,2,-17,-7,i,-9,9
CC(C)(CO)NC12CC3CC(CC(C3)C1)C2,-1.5,2,-6,3,-2,3,4,i,5,-1
Cc1ccc(NC(=O)c2noc3c2CCc2ccccc2-3)cc1,1.3,-3,-1,-6,-1,56*,11,i,16,0
CNC(=O)c1cccc2nc3ccccc3nc12,2.5,-28,-3,11,3,-1,0,i,-6,2
Cc1n[nH]c(=O)c2c(NC(=O)CSc3nnc(C4CC4)n3C)oc(C)c12,-5.6,-17,-3,2,-3,-9,1,i,11,-1
CC1Cc2cc(S(=O)(=O)N3CCCC(C(=O)N4CCCCC4)C3)ccc2N1C(=O)C1CC1 (stereo not drawn),1.5,3,1,21,-1,-9,1,i,-3,-1
COc1ccccc1N(CC(=O)NCc1ccccn1)S(C)(=O)=O,-0.8,-2,2,3,-4,0,7,i,-3,2
O=C(NNC(=O)c1cccc(Cl)c1)NNC(=O)c1cccc(Cl)c1,-0.5,1,2,-2,-1,32,13,i,5,5
COc1ccc(NC(=O)c2cccc(Oc3ccc([N+](=O)[O-])cc3Cl)c2)cc1,4.8,-7,-6,2,0,-20,2,i,3,-6
CC[C@@]12C(=O)N(c3cccc(Cl)c3)C(=O)N1[C@H](c1ccc(Br)cc1)[C@@H]1C(=O)N(C(C)(C)C)C(=O)[C@@H]12,1.8,-2,0,-11,-3,-8,2,i,1,-14
Cc1ccc(NC(=O)C2CCN(S(=O)(=O)c3cccs3)CC2)c(O)c1,1.5,-2,-2,-2,-1,-10,0,i,3,-3
Cc1nnc(SCC(=O)NC(C)c2ccccc2)[nH]c1=O (stereo not drawn),-2.2,1,1,4,-4,4,4,i,4,2
C[C@@H]1CN([C@@H](C)CO)S(=O)(=O)c2ccc(C#Cc3cccc(F)c3)cc2O[C@@H]1CN(C)CC1CC1,-2.1,-4,-1,-12,-2,x,2,i,8,-10
CN1CCN(NC(=O)c2ccc(COc3ccccc3Br)o2)CC1,-4.0,-5,-6,1,-2,-7,-1,i,-1,10
CCCOc1ccc2oc(=O)c3c(c2c1)CCCN3C(=O)CN(C)Cc1ccccc1,-1.3,-8,-3,-9,5,-2,4,i,-1,-8
Cc1ccc2nc(NC(=O)c3ccc(NS(=O)(=O)c4cccs4)cc3)sc2c1,0.5,21,-3,-10,-5,-4,5,i,-7,-4
COc1ccc(CCNC(=O)Cc2nn(C)c(=O)c3ccccc23)cc1OC,-1.3,-1,1,3,0,-7,0,i,-4,0
CCCc1nn(C)c(C(=O)Nc2ccc3ccccc3c2)c1Cl,2.9,14,-3,3,2,-10,0,i,5,-4
COc1ccc(-c2[nH]ncc2-c2ccc3c(c2)OCCO3)c(O)c1,-0.2,3,5,-1,2,-10,-11,i,-4,-8
COc1cc(CNc2ccc(N3CCCCC3)cc2)ccc1OCC(=O)NC(C)(C)C,1.3,-3,1,13,0,-5,19,i,4,-10
COc1ccccc1CC(=O)NC1CCCCCC1,0.4,9,0,6,-3,-5,0,i,7,2

Reprinted from the part before: 2 entries; new compounds follow.
structure,LMPTP block,SUMO1-SIM PPI,NadD block,SKN-1 block,STEP block,Scp1 inh,MT1-MMP act inh,Rpn11 inh,CendR NRP1 mod,DNMT1 block
COc1cc(CNc2ccc(N3CCCCC3)cc2)ccc1OCC(=O)NC(C)(C)C,1.3,-3,1,13,0,-5,19,i,4,-10
COc1ccccc1CC(=O)NC1CCCCCC1,0.4,9,0,6,-3,-5,0,i,7,2
COC(=O)c1c(C)c(OC(=O)c2c(C)cc(O)c(C=O)c2O)cc(C)c1O,0.3,0,-1,6,-1,-1,-2,i,0,0
CCCc1cc(=O)[nH]c(SCc2cccc(C)c2)n1,1.0,0,1,11,-4,0,4,i,-16,-5
CC1=C(C#N)C(=O)NC(=O)/C1=C\c1ccc(-c2cc(C)c(C)cc2[N+](=O)[O-])o1,3.3,18,14,-7,5,78*,1,i,-76,13
COc1ccc(COCCN2CCN(S(=O)(=O)c3ccccc3)CCC2=O)cc1,-1.1,3,-2,-3,-1,0,6,i,28*,4
CCOC(=O)N1CCN(C(=O)COC(=O)c2cc(Cl)cc(Cl)c2)CC1,0.7,-1,5,13,-2,-3,0,i,4,-1
O=C(Nc1cscc1S(=O)(=O)c1ccccc1)c1ccccc1Cl,-0.5,7,1,26,-2,-15,1,i,-14,-1
COc1ccc2[nH]c(O)c(N=NC(=O)c3ccc(NS(=O)(=O)c4cccs4)cc3)c2c1,5.0,10,27,4,3,24,9,i,-4,23
COc1ccc(N(CC(O)CN2CCOCC2)S(=O)(=O)c2ccccc2)cc1 (stereo not drawn),-1.3,0,-6,-1,-1,-2,-2,i,9,15
Cc1cc(C)c(S(=O)(=O)Nc2ccccc2C(=O)N2CCCC2)c(C)c1,-1.1,-3,-9,4,1,14,-6,i,-4,4
CC(=O)Nc1ccc(N2C(C(C)=O)=NN(c3ccc(Cl)cc3)C2c2sccc2C)cc1 (stereo not drawn),3.0,1,1,0,-2,3,-2,i,-28,-8
Cc1ccc(S(=O)(=O)c2c[nH]c3ccc(Cl)cc3c2=O)cc1,-1.1,23,-4,-21,37*,31,1,i,-14,1
CCOc1cc(/C=N\NC(=O)c2c(C)nc3ccccn23)ccc1O,-2.4,0,-6,-10,0,-6,1,i,-6,4
CCOC(=O)C1=C(O)/C(=C\c2sccc2C)N=C1C,-0.4,-11,4,15,1,-3,3,i,7,1
NC(=O)c1csc(C2OC(CO)C(O)C2O)n1 (stereo not drawn),-0.3,-5,6,13,x,x,9,x,9,x
O=c1[nH]c2cc(C(F)(F)F)ccc2n1-c1cc(C(F)(F)F)ccc1O,0.4,10,-3,-1,-4,-11,0,i,-2,-3
CNC(=O)c1ccsc1NC(=O)c1coc2ccccc2c1=O,1.0,6,-3,20,2,16,-2,i,4,3
COc1cccc(C(=O)NN=C2CCCC2)c1,-0.2,0,-5,-21,-1,-2,-6,i,3,0
O=C(Nc1cc(Cl)c(Cl)cc1Cl)c1cccnc1,-1.6,4,-8,2,-2,-2,1,i,-4,4
Cc1cnc(NS(=O)(=O)c2ccccc2)c(C)n1,-0.4,-2,-3,5,0,-7,-15,i,-1,2
O=C(CSc1nnnn1-c1ccccc1)CC(=O)Nc1ccc(Cl)cc1,0.1,6,4,6,2,-5,-1,i,-6,-8
O=C(c1c(O)c2ccccc2oc1=O)C1CCC1,-0.7,-2,-5,-11,1,-12,-1,i,-7,0
CC1CCc2nn(CC(=O)N3CCN(C(=O)c4ccco4)CC3)cc2C1 (stereo not drawn),-0.9,2,-2,19,-5,-4,1,i,-7,2
C[C@@H]1CN([C@H](C)CO)C(=O)c2c(c3ccccc3n2C)-c2ccccc2CO[C@@H]1CN(C)C(=O)Nc1ccc2c(c1)OCO2,-0.3,5,0,-6,2,x,1,i,-4,-6
COc1ccc(NC(=O)/C=N/O)cc1,0.7,3,-1,1,2,-1,1,i,4,-6
O=C(O)CCCNC(=O)c1cccc(C(=O)NCCCC(=O)O)n1,-0.8,-2,-2,6,-5,-8,4,i,-8,3
CN(C(=O)COC(=O)c1cc(S(=O)(=O)N2CCOCC2)c(Cl)cc1Cl)C1CCS(=O)(=O)C1 (stereo not drawn),0.5,1,-7,4,3,-3,-3,i,9,0
Cc1nc2cccc(C(=O)Oc3ccc([N+](=O)[O-])cc3)c2o1,-0.2,-8,-1,3,2,0,0,i,-3,1
O=C(COc1ccc2ccc(=O)oc2c1)N1CCN(C(=O)C2COc3ccccc3O2)CC1 (stereo not drawn),-1.7,19,-3,-1,-2,-5,0,i,14,0
CN1C(N)=NC(=O)/C1=C/c1ccc(OC(F)(F)F)cc1,-2.1,-12,2,-6,-2,-2,3,i,7,-1
COc1ccccc1OCCCn1cc(C#N)c2ccccc21,0.2,7,-2,6,-2,-7,0,i,11,-6
FC(F)(F)c1cc(-c2cccs2)n[nH]1,-1.3,-2,1,2,-3,-9,-10,i,-12,2
O=C(CSc1nnc(CNC(=O)C23CC4CC(CC(C4)C2)C3)n1-c1ccccc1)Nc1ccc(F)cc1,0.3,4,4,6,1,8,0,i,27*,-5
O=CNc1cc(-c2ccccc2)cn2c(-c3ccc(F)c(Cl)c3)cnc12,2.2,-3,7,15,-2,x,-3,i,-39,-16
Cn1c(=O)c2c(nc(-n3ccnc3)n2Cc2ccccc2)n(C)c1=O,0.5,2,2,1,-2,-5,-1,i,9,-1
O=C(COC(=O)Cc1ccsc1)NNC(=O)c1ccccc1,-1.1,1,0,-7,0,-6,-2,i,10,4
COc1ccc(C2=Nn3c(nnc3-c3ccccc3Cl)SC2)cc1OC1CCOC1 (stereo not drawn),2.6,-12,0,3,1,0,-2,i,7,-3
N#Cc1ccccc1OCC(=O)Nc1cccc(S(=O)(=O)N2CCCC2)c1,-1.3,-3,-5,-6,-4,-8,1,i,3,-5
COC(=O)C1CSC(C(=O)OC)N1C(=O)Nc1ccccc1 (stereo not drawn),-2.0,-2,-1,21,-4,-4,2,i,2,1
O=C1/C(=C/c2ccc(O)cc2)SC(=S)N1Cc1cccnc1,0.9,-4,9,3,-2,1,-93,i,-14,-1
CCOC(=O)C1CCCN(C(=O)c2ccc(C(F)(F)F)nc2C)CC1 (stereo not drawn),-1.1,-3,-4,15,-1,x,3,i,1,-5
CCN1CCN(C(=O)C23CCC(C)(C(=O)C2Br)C3(C)C)CC1 (stereo not drawn),-1.1,2,-3,-7,-3,-4,2,i,8,1
